Compound activity as filed in PubChem.
OX1R antag-1 = OX1R (HCRTR1) antagonists, primary screen, fluorescence, CHO/OX1R cells, Fluo-8 calcium, orexin A; AID 434989, 2010; Fluo-8 calcium fluorescence; hit rate 0.43% among 330,000; Orexin/Hypocretin receptor type 1 (Homo sapiens), O43613; inhibition, % at 5 µM;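 active means inhibition above its plate's threshold, mean inhibition of all tested compounds on the plate plus 3 SD, cut at about 37% in these data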;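 further: 0% = orexin A challenge wells and 100% = SB-334867-A antagonist wells; not every result past the cut was called active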
Target sequence (O43613 whole entry, looked up): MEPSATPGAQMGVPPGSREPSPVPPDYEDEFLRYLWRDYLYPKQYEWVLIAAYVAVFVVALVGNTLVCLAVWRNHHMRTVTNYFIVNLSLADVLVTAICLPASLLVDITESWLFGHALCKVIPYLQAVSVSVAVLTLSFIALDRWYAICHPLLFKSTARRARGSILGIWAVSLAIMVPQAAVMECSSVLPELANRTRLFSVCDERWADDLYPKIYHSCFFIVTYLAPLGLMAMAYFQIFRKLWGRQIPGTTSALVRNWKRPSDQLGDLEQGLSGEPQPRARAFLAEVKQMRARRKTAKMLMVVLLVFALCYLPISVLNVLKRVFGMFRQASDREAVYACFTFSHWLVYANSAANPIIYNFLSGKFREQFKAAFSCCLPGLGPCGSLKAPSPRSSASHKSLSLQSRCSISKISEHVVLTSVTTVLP
OX1R antag-2 = antagonists of human orexin 1 receptor (OX1R). AID 485270, 2010. Orexin/Hypocretin receptor type 1 (Homo sapiens), O43613. inhibition, % at 6.6 µM. hit rate 1.8% among 330,000. OX1R-expressing cells, FRET antagonist read-out; in the data active means inhibition mostly above about 38%, no sharp cut-off; inactive means mostly below about 40%;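 further: 0% = agonist challenge alone and 100% = reference antagonist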
CHT PAM = CHT positive allosteric modulators, primary screen, cell-based, membrane potential dye, choline EC20 | hit rate 0.49% among 310,000 | B-score at 10 µM | High affinity choline transporter 1 (Homo sapiens), Q9GZV3 | CHT-expressing cells; stronger effect = higher value; LV-AA mutant CHT in HEK293 cells;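 active means initial fluorescence not abnormally high and integrated response B-score, plate-corrected, over 3 SD above library mean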
Target sequence (Q9GZV3 whole entry, looked up): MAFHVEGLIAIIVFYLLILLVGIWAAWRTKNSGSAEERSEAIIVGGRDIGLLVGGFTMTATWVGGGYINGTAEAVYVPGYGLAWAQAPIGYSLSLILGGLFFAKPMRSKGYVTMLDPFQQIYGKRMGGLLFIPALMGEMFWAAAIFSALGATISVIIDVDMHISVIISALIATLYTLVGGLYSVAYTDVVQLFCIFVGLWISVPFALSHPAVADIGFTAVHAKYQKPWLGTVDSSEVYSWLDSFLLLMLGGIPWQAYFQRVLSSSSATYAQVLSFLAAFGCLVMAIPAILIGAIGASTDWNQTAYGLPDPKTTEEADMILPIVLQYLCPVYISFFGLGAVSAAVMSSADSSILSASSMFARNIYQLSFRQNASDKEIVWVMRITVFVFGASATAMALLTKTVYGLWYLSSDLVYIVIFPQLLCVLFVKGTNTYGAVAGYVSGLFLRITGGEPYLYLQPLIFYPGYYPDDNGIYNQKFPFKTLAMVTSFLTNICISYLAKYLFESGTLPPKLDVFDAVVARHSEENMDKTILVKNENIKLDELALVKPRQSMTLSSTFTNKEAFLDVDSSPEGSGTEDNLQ
Numbers without * were called inactive; i = inactive; nt = no result given; & = joins results of further samples.

SMILES	OX1R antag-1	OX1R antag-2	CHT PAM
Cc1cc(NC(=O)c2c(F)cccc2Cl)no1	5	4	i
O=C(CC12CC3CC(CC(C3)C1)C2)NC(=S)NCc1ccco1	-32	11	i
O=C(CCc1ccccc1)NNC(=O)c1ccncc1	8	-2	nt
CCCCCCc1cc2cc(S(=O)(=O)c3ccc(Cl)cc3)c(=O)oc2cc1O	-4	24	i
CC(OC(=O)c1cc(Br)ccc1O)C(=O)NCc1ccc2c(c1)OCO2 (centres undefined)	-12	21	i
Cn1ncc2c(NNC(=O)Cc3cccc4ccccc34)ncnc21	-4	15	i
CN(Cc1ccccc1)C(=O)CCC1CCN(S(=O)(=O)N(C)C)CC1	2	5	i
CCC(C)(c1nnnn1-c1c(C)cccc1C)N(N=O)c1cccc(C(F)(F)F)c1 (centres undefined)	-27	28	i
CCc1cccc(C)c1NC(=O)CO/N=C(\N)CC(=O)NC1CCCCC1	-6	8	i
CCOc1cccc(C(=O)Nc2cc(-c3nn4c(C)nnc4s3)ccc2C)c1	-36	17	i
CC(C)CCN1CCN(Cc2ccc3nsnc3c2)CC1CCO (centres undefined)	-12	41	i
COc1ccccc1-c1nc(C#N)c(NCc2ccc(F)cc2)o1	-21	13	i
COC(=O)CSc1nc(-c2ccc(F)cc2)cc(C(F)(F)F)n1	-28	11	i
CCSc1nc2ccccc2c(=O)n1-c1c(C)n(C)n(-c2ccccc2)c1=O	-11	15	i
Cc1ccc(-c2nnc(SCC(=O)N3CCCC3)o2)cc1C	-11	28	i
CCN1CCN(C(=O)CCc2nnc(CCCCc3ccccc3)o2)[C@@H](C)C1=O	-21	7	i
CC(=O)Nc1ccc(SCC(=O)Nc2ccc(Cl)cn2)cc1	-4	19	i
CC(OC(=O)C1CC1)C(=O)Nc1cc(Cl)cc(Cl)c1 (centres undefined)	1	13	nt
COC(=O)C1(Cc2cc(-c3ccc([N+](=O)[O-])cc3)no2)CCN(C(=O)OC(C)(C)C)CC1	-23	10	i
COc1cc(NC(=S)Nc2ccc(S(=O)(=O)N3CCOCC3)cc2)cc(OC)c1OC	-10	6	i
O=c1[nH]c(-c2ccccc2O)nc2c1CCCC2	-10	6	i
Cc1cc(C)cc(OCC(=O)NNC(=O)CCC(=O)NCc2ccccc2)c1	-1	19	i
O=C(OCc1nc2ccccc2s1)c1cccc(N2C(=O)CCC2=O)c1	2	13	i
Cc1ccc(NS(=O)(=O)c2ccc3[nH]c(=O)[nH]c3c2)c(C)c1	-12	8	i
CCn1c(C)[n+](CCOCC[n+]2c(C)n(CC)c3cc(Cl)c(Cl)cc32)c2cc(Cl)c(Cl)cc21	-22	10	6.7*
Cc1ccc(S(=O)(=O)N2CCN(C(=O)c3ccc(Cl)nc3)CC2)cc1	-30	10	i
CCOc1ccc(/C=N/Nc2nc(N3CCCC3)nc(N3CCCC3)n2)cc1OC	9	13	i
CCc1ccc(N2CC(C)Cn3c2nc2c3c(=O)[nH]c(=O)n2C)cc1 (centres undefined)	-18	11	i
COC(=O)c1cc(S(=O)(=O)N2CCN(c3ccc(F)cc3)CC2)c[nH]1	-1	14	i
N#C/C(=C(/O)COC(=O)c1ccc(Cl)c(S(=O)(=O)N2CCOCC2)c1)c1nc2ccccc2[nH]1	-13	14	i
O=C(Nc1cccc(-c2nnc(-c3ccccc3)o2)c1)c1ccc(Br)o1	31	87*	i
O=C(c1cccc(F)c1F)N1CCCc2ccccc21	-25	16	i
Cn1c(=O)c2ncn(CC(=O)NCCC3=CCCCC3)c2n(C)c1=O	-6	21	i
CCOC(=O)c1ccc(NC(=S)N2CCC(C(N)=O)CC2)cc1	-9	7	i
COc1ccc(N2CCN(C(=O)COC(=O)c3cc(S(=O)(=O)N(C)C)ccc3N3CCCC3)CC2)cc1	-24	8	i
Cc1cc(Cl)ccc1NC(=O)COC(=O)c1c(C)noc1C	-24	15	nt
CN1CCN(S(=O)(=O)c2cccc(C(=O)N3CCN(c4ccccc4)CC3)c2)CC1	-15	8	nt
O=C(NC(=S)Nc1ccc2[nH]c(=O)[nH]c2c1)c1cccc(F)c1	-12	11	i
O=C(c1ccncc1)N(Cc1cc2ccccc2[nH]c1=O)C1CCCCC1	-9	13	i
CC(OC(=O)c1snc(C(=O)NC2CCCCC2)c1N)C(=O)NC1CCCCC1 (centres undefined)	-5	6	i
COC(=O)N1c2ccccc2CCc2ccccc21	-2	8	i
CC(C)Nc1nnc(SCC(=O)Nc2ccc(F)cc2)s1	-15	16	i
NC(=O)c1sc2nc3c(c(-c4ccccc4)c2c1N)CCC3	-26	15	i
Cc1cc(CNC(=S)Nc2cccc(Cl)c2Cl)nn1C	-22	7	i
Cc1ccc(OCC(=O)Nc2nnc(C3CCCO3)s2)c(Br)c1 (centres undefined)	-19	26	i
N#CC1=C2SCN(c3ccccc3)CN2C(=O)CC1c1c(Cl)cccc1Cl (centres undefined)	-11	16	i
COc1ccc(/C=C/C(=O)NC(=S)NN2CCCCC2c2cccnc2)cc1OC (centres undefined)	-31	20	i
COc1cccc2c1C(CO)N1C(C#N)C3CC(C(=O)O)C(C1C2)N3C (centres undefined)	8	7	i
Cc1nc(-n2nnc3cc(C)c(C)cc32)c2c3c(sc2n1)CCCC3	-14	13	i
Cc1ccccc1OCCNc1cc(N2CCN(CCO)CC2)ccc1[N+](=O)[O-]	6	27	i
Cc1ccc(S(=O)(=O)N2[C@@H](c3ccccc3F)C(C(=O)O)=CC[C@H]2c2cccs2)cc1	11	20	i
COc1ccc(NC(=O)O/N=C/c2ccccc2)cc1	-13	-3	i
NC(=O)OCC(COC(N)=O)c1ccccc1	-9&-7	15&15	i
CC(C)c1nnc(SCc2ccc(CSc3nnc(C(C)C)n3N)cc2)n1N	6	7	i
CC1CCCCC1NC(=O)C1Cc2ccccc2CN1S(C)(=O)=O (centres undefined)	-15	23	i
Cc1cccc(-n2nnnc2SCC(=O)Nc2cccc(S(N)(=O)=O)c2)c1	-13	11	i
COc1ccc(N2CCN(C(=O)CSc3nnc(NC(=O)C4CC4)s3)CC2)cc1	-31	24	i
CCCCNC(=O)C(Sc1ccccc1)c1ccccc1 (centres undefined)	-17	18	i
CCOc1cc(/C=N/NC(=O)c2cc(C)[nH]n2)ccc1OC(=O)c1ccc([N+](=O)[O-])cc1	-42	19	i
CN(C(=O)COC(=O)C1=COCCO1)c1c(N)n(Cc2ccccc2)c(=O)[nH]c1=O	-10	20	i
Remaining list, next part:
SMILES	OX1R antag-1	OX1R antag-2	CHT PAM
COC(=O)c1cc(OC(=O)CCc2ccc(OC)c(OC)c2)cc(C(=O)OC)c1	-22	10	i
CSCC[C@H](NC(=O)Nc1ccc(C)cc1)C(=O)O	-12	12	i
Cc1ccc(C(=O)NC2CC(=O)N(c3ccc4c(c3)OCCO4)C2)cc1[N+](=O)[O-] (centres undefined)	-22	4	i
COc1ccc(C2CC(c3cccc(C(F)(F)F)c3)=NN2c2ccc(S(N)(=O)=O)cc2)cc1 (centres undefined)	10	2	nt
Cc1ccc(S(=O)(=O)Nc2ccc(N3CCOCC3)nc2)cc1	-23	12	i
Cc1ccc(CSCC(=O)NCc2ccco2)cc1	-24	7	i
Cc1ccc(S(=O)(=O)N2CC(O)C2)cc1	11	13	i
CC(=O)OC1C(N2CCCCC2)c2c(ccc(/C=C/C(=O)N3CCCCC3)c2O)OC1(C)C (centres undefined)	-22	2	i
c1ccc(CN2CCOCC2)cc1	-11	13	i
O=C(CN1CCCCC1)N1c2ccccc2CCc2ccccc21	-11	-3	i
Cc1ccc(CNC(=O)COC(=O)c2cccnc2Cl)cc1	-9	3	nt
Cc1csc(=O)n1CC(=O)OCc1nnc(-c2ccc([N+](=O)[O-])cc2)o1	1	37*	nt
O=S(=O)(N/N=C/c1ccc(Cl)cc1)c1ccc(Cc2ncc(C(F)(F)F)cc2Cl)s1	-9	14	i
COc1cc2c(cc1OC)-c1cc(N3CCc4ccccc43)nc(=O)n1CC2	-10	24	i
O=C1CN(C(=O)c2cccc(Br)c2)c2ccccc2N1	0	43	i
CC(C)Oc1ccc(C(=O)NC2(C(F)(F)F)NC(=O)N(CCCc3ccccc3)C2=O)cc1 (centres undefined)	-38	5	i
COc1cc(NC(=O)c2ccc(-c3ccc(Br)cc3)o2)ccc1NC(=O)C(C)C	-28	24	i
Cc1ccc(S(=O)(=O)N2CCN(C(=O)Cn3cnc4c3c(=O)n(C)c(=O)n4C)CC2)cc1C	-20	-1	nt
O=C1CCN(Cc2cccnc2)CCN1[C@H](CO)Cc1ccccc1	-18	34	i
O=C(c1ccccc1)N1CCN(S(=O)(=O)N2CCCCCC2)CC1	-17	9	i
C/C(=N\NC(=O)CNC(=O)c1ccncc1)c1ccc(C)cc1	-24	20	i
O=C(O)CC/C(=C\c1cccc(NC(=O)c2ccccc2Cl)c1)c1nc2ccccc2s1	-11	35	i
COc1cccc(C(=O)CC(=O)C(=O)Nc2ccc(C)cc2Cl)c1	-31	-8	i
O=C(c1ccc(Cl)cc1)c1cc([N+](=O)[O-])ccc1N1CCOCC1	-29	11	i
NNC(=O)c1cccc(COc2ccc3c(c2)CCC3)c1	-23	2	i
Cn1c(C(=O)NCC2CCCO2)cc2c(=O)n3ccccc3nc21 (centres undefined)	-13	23	i
CCCc1cc(=O)[nH]c(SCc2nc3ccccc3o2)n1	-2	3	i
CCC1SC2=NCN(c3ccccc3)CN2C1=O (centres undefined)	9	1	i
COc1ccc(C2/C=C\CN(C(=O)c3ccc(C)cc3)[C@H](Cc3ccccc3)C(=O)N2Cc2ccc(F)cc2)cc1 (some centres undefined)	-12	44	i
CC1=C(C(=O)Nc2ccccc2)C(c2cccc([N+](=O)[O-])c2)Nc2nc3ccccc3n21 (centres undefined)	-29	16	i
O=C(CC1SC(=NCCc2ccccc2)N(/N=C/c2cccs2)C1=O)Nc1ccc(Cl)cc1 (centres undefined)	-8	-2	i
O=C(O)Cc1ccc2ocnc2c1	-5	8	i
CNC(=S)c1cc(C(C)(C)C)c(O)c(C(C)(C)C)c1	-9	14	i
COC(=O)C1=C(C)N(Cc2ccco2)C(=O)/C1=C\c1ccc(N(C)C)cc1	2	24	i
Cc1ccc(-c2cc(C(=O)NN=C3CCCC3)c3ccccc3n2)cc1	-46	11	i
C[C@]12CC[C@@H]3c4ccc(O)cc4CC[C@H]3[C@@H]1CCC2=O	-7	16	i

Profiles from above. Order of screens: OX1R antag-1, OX1R antag-2, CHT PAM
CC1=C(C(=O)Nc2ccccc2)C(c2cccc([N+](=O)[O-])c2)Nc2nc3ccccc3n21 (centres undefined) as listed: -29, 16, i
NNC(=O)c1cccc(COc2ccc3c(c2)CCC3)c1 as listed: -23, 2, i
CNC(=S)c1cc(C(C)(C)C)c(O)c(C(C)(C)C)c1 as listed: -9, 14, i
CCC1SC2=NCN(c3ccccc3)CN2C1=O (centres undefined) as listed: 9, 1, i

More compounds follow.
SMILES	OX1R antag-1	OX1R antag-2	CHT PAM
COc1ccc(N2C(=O)C(CC(=O)O)S/C2=N\N=C\c2cccs2)cc1 (centres undefined)	-9	2	i
CCOc1ccccc1N=Cc1c(O)c2ccccc2oc1=O	-26	14	i
CCOC(=O)Cn1ncc(-c2ccccc2)c1N	-8	12	i
CC(C)[C@H](NS(=O)(=O)c1cccc(Cl)c1)C(=O)OCC(=O)N1CCN(c2ccccc2)CC1	-23	6	i
COc1cccc(CNC(=O)CCC2CCCN(c3cc(C)nc(N)n3)C2)c1 (centres undefined)	-9	2	i
COc1cc2c(cc1OC)CN(C(=O)CSc1n[nH]c(N)n1)CC2	-13	12	i
CCOC(=O)C1(CCOc2ccccc2)CCN(Cc2cnc(C)s2)CC1	-25	11	i
Cn1nc(C(=O)NCCN2CCOCC2)c2ccccc2c1=O	-8	3	i
O=c1nc2n(c3sc4c(c13)CCCC4)C(CBr)CS2 (centres undefined)	-24	16	i
COc1ccc(OC)c(C(=O)CSc2nnc(Cc3cccs3)n2CCc2ccccc2)c1	0	22	i
C=CCOC(=O)C1=C(C)NC(SC)=C(C#N)C1c1cccs1 (centres undefined)	-36	16	i
COc1ccc2cc(CCOC3CCCCO3)ncc2c1 (centres undefined)	-7	12	nt

Structural class, the compounds so far with a COOH group (six)
SMILES	OX1R antag-1	OX1R antag-2	CHT PAM
COc1cccc2c1C(CO)N1C(C#N)C3CC(C(=O)O)C(C1C2)N3C (centres undefined)	8	7	i
Cc1ccc(S(=O)(=O)N2[C@@H](c3ccccc3F)C(C(=O)O)=CC[C@H]2c2cccs2)cc1	11	20	i
CSCC[C@H](NC(=O)Nc1ccc(C)cc1)C(=O)O	-12	12	i
O=C(O)CC/C(=C\c1cccc(NC(=O)c2ccccc2Cl)c1)c1nc2ccccc2s1	-11	35	i
O=C(O)Cc1ccc2ocnc2c1	-5	8	i
COc1ccc(N2C(=O)C(CC(=O)O)S/C2=N\N=C\c2cccs2)cc1 (centres undefined)	-9	2	i

Additional records.
SMILES	OX1R antag-1	OX1R antag-2	CHT PAM
Cc1ccc(S(=O)(=O)Nc2cc(Cl)ccc2-n2cncn2)cc1	-8	-1	nt
Cc1ccc(NC(=O)COC(=O)CNC(=O)c2cccc([N+](=O)[O-])c2)cc1S(=O)(=O)N1CCCCCC1	-11	16	i
Cc1cccc(OCC(=O)NCCNC(=O)c2ccccn2)c1	4	20	i
COc1ccc(NC(=O)CSc2nnc(Cc3cccn3C)n2-c2ccc(F)cc2)cc1	11	15	i
c1nc2nc3c(c(N4CCOCC4)n2n1)CCCC3	-18	25	i
COc1ccc(NC(=O)CN(c2cc(C)cc(C)c2)S(=O)(=O)c2c(C)noc2C)cc1OC	-29	9	i
Cc1ccccc1CC(=O)N1CCCC(CNC(=O)c2ccc(F)cc2)C1 (centres undefined)	-24	8	i
